tim23-1 inh = growth inhibitors of tim23-1 mutant yeast; inhibition, % at 20 µM; 330,000 tested, 1.3% active; AID 463212; S. cerevisiae tim23-1 growth, BacTiter-Glo luminescence, 24 h;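 active = growth inhibition of the mutant yeast at or above 50%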;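 also: temperature-sensitive mutant grown at 25 °C; plate controls were DMSO-treated mutant yeast for no effect and medium wells lacking yeast for full effect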
CXCR6 block = blocks human CXCR6 beta-arrestin recruitment; 360,000 tested, 0.36% active; inhibition, % at 20 µM; AID 602244; CHO-K1 PathHunter CXCR6 beta-arrestin, luminescence; O00574; in the data active = inhibition above about 34%, passing the limit was not always enough;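 also: antagonist mode with CXCL16 agonist at 10 nM final; 0% = 10 nM CXCL16 with DMSO and 100% = unstimulated wells without agonist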
Target sequence (O00574 whole entry, looked up): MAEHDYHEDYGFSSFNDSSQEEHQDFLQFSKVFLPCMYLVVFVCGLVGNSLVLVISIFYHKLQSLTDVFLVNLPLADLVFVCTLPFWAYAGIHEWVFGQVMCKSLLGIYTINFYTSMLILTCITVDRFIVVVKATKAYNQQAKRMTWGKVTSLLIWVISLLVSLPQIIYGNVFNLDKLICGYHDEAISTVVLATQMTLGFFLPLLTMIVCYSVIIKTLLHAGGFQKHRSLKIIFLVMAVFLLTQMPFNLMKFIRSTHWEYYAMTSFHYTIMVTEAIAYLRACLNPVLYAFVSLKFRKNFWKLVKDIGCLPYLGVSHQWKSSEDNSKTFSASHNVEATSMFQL
APJ agonist = APJ receptor agonism. CHO-K1 APJ PathHunter beta-arrestin, luminescence; 0% DMSO wells, 100% apelin. activation, % at 20 µM. 330,000 tested, 0.11% active. AID 2520;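 active = activation more than six SD over the plate average, tested at 20 µM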;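 also: 0% = DMSO alone and 100% = apelin-13 at 10 nM; some results filed as inactive read as strong as hits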
Target sequence (P35414 whole entry, looked up): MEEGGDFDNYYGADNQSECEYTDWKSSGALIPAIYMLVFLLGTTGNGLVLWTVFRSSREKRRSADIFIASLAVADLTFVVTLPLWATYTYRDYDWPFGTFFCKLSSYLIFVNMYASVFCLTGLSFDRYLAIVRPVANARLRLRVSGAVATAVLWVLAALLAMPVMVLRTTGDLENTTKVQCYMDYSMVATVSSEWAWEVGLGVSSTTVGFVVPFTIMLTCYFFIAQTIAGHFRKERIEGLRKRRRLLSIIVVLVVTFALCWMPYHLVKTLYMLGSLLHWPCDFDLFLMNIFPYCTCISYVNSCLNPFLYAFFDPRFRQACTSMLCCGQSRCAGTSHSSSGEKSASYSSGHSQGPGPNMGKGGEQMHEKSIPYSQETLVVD
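Test system – PathHunter CHO-K1 APJ (AGTRL-1) beta-arrestin reporter cells · Input – 1000 cells/well · Compound – single test compound dose, 20 µM final, 1% DMSO · Times – compound stimulation 90 min at 25 °C, detection 60 min · Technique – beta-gal luminescence · Read-out basis – APJ–arrestin association signal · Control set – negative DMSO alone, positive Apelin-13 at 10 nM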
UPR XBP1 act = adaptive UPR (XBP1) activation | CHO-XBP1 luciferase reporter, IRE1-XBP1 UPR activation, luminescence; percent of tunicamycin response, DMSO as zero | activation, % at 20 µM | 330,000 tested, 0.33% active | AID 463104;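 active = versus positive control, 20 µM dose yields 30% or more activation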;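 also: 100% = tunicamycin at 10 µg/mL and 0% = DMSO only wells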
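Assay system: CHO-XBP1 luciferase reporter cells; Schedule: 6 h treatment, 37 °C; Detection: glow luminescence from Steady-Glo reagent; Benchmarks: high control tunicamycin 10 µg/mL final, low control DMSO vehicle only.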
CHOP UPR activ = activators of apoptotic arm of unfolded protein response (CHOP); CHO-CHOP luciferase reporter, UPR activation, luminescence; percent of tunicamycin response over DMSO baseline; activation, % at 10 µM; 330,000 tested, 0.34% active; AID 449763;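 active = at 10 µM dose, activation of 40% or more, normalized to positive control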;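 also: 100% = tunicamycin at 10 µg/mL and 0% = DMSO alone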
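System: CHO-CHOP luciferase reporter cell line | Buffer or medium: F12 medium containing 10% fetal bovine serum | Doses: One dose, 10 µM in 0.5% DMSO | Times: 6 h compound exposure at 37 °C after overnight seeding | Signal: Luciferase luminescence | Read-out: % activation vs tunicamycin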
CCR6 antag = blocks CCL20-driven beta-arrestin recruitment at human CCR6; AID 493098; inhibition, % at 20 µM; CHO-K1 CCR6 PathHunter beta-arrestin, luminescence, CCL20-stimulated; 340,000 tested, 0.49% active; P51684;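 active = compounds whose inhibition of the agonist-driven luminescence signal at 20 µM reaches about 50%, limit read from the data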;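 also: cells stimulated with CCL20 at 14 nM final; plate controls were DMSO with CCL20 for no effect and DMSO without agonist for full effect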
EBI2 block = antagonists of human EBI2 receptor; P32249; EBI2 beta-arrestin recruitment, luminescence, 7a,25-OHC stimulated; inhibition, % at 5 µM; 360,000 tested, 0.81% active; in the data active = inhibition above about 38%;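 also: enzyme fragment complementation signal reports receptor beta-arrestin coupling in cells; 0% = agonist plus DMSO wells and 100% = wells without agonist; some results beyond the cut were filed as inactive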
Target sequence (P32249 whole entry, looked up, the tested form may be a part): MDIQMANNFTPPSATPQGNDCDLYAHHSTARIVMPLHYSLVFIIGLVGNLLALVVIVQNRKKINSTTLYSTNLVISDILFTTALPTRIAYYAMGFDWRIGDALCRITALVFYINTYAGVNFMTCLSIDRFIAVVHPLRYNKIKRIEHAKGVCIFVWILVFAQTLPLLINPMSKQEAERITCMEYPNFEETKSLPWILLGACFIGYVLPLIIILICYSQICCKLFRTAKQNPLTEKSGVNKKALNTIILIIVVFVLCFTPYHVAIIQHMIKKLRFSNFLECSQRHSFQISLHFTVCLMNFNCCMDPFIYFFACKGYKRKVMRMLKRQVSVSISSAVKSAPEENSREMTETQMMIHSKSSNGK
Mdm2-MdmX inh = disrupts the human Mdm2-MdmX interaction; O15151+Q00987; SaOS-2 split-luciferase Mdm2/MdmX complementation, luminescence; inhibition, % at 8 µM; 330,000 tested, 3% active;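 active = inhibition of at least 50% at 8 µM in the primary screen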
APJ antagonist = APJ receptor antagonism. P35414. CHO-K1 APJ beta-arrestin complementation, luminescence. inhibition, % at 20 µM. 330,000 tested, 0.32% active;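 active = inhibition above about 40% at 20 µM, limit read from the data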;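 also: cells challenged with 10 nM apelin-13 agonist together with compound; plate controls were apelin-13 plus DMSO wells for no effect and DMSO wells lacking apelin-13 for full effect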
Active calls of the source: *; nt = not tested or not shown. These rows are one share of the data, so the mix of outcomes need not match the whole.

Each structure is followed by: CXCR6 block	APJ agonist	CCR6 antag	UPR XBP1 act	APJ antagonist	Mdm2-MdmX inh	tim23-1 inh	CHOP UPR activ	EBI2 block
- Cc1nc(SCc2ccc(O)c([N+](=O)[O-])c2)n[nH]1
    14.5	3.6	8.1	1.9	-5.9	7.2	14.7	-0.4	-1.6
- COC(=O)C(C)(C)ONC(=O)Nc1ccccc1[N+](=O)[O-]
    -3.1	-3.4	4.6	-2.4	-7.5	13.0	2.1	3.2	-7.1
- Cc1ccc(Cn2c(=N)n(CC(=O)c3ccc([N+](=O)[O-])cc3)c3ccccc32)cc1
    -11.0	8.0	5.7	67.4*	-44.4	98.3*	-7.6	15.3	23.9
- Cc1cc(C(=O)N/N=C/c2ccc(-c3cccc([N+](=O)[O-])c3)o2)n[nH]1
    3.7	-1.1	5.2	-0.5	-0.2	28.0	12.2	2.4	-8.2
- CCN1CCCC1CNC1=NCCCCC1 (stereo not given)
    2.7	2.1	10.9	-1.3	11.9	4.5	4.0	-1.5	-28.9
- N/C(COc1cccc(C(F)(F)F)c1)=N\NC(=O)c1cccnc1Oc1ccccc1
    5.9	0.8	5.8	-1.5	6.4	39.5	12.0	-0.5	-1.1
- O=C(NC1CCCCC1)c1ccccc1-c1ccccc1
    -5.7	-0.5	12.2	-0.8	9.1	12.8	16.6	3.1	-15.7
- CC(C)NS(=O)(=O)c1ccc(NC(=O)C(C)OC(=O)CCCOc2ccccc2)cc1 (stereo not given)
    -2.0	-5.4	9.7	0.2	11.1	9.4	2.9	-0.4	-8.6
- O=[N+]([O-])c1ccc(-c2nc(NCC3CCCO3)c3ccccc3n2)cc1 (stereo not given)
    3.1	4.9	15.0	0.3	-3.7	16.0	28.7	1.0	-2.8
- COc1ccccc1NS(=O)(=O)c1cc(C(=O)NCc2cccnc2)ccc1C
    -14.0	-3.8	10.1	-0.5	-49.7	14.8	-1.9	-1.2	-0.5
- CC12c3ccccc3C(c3ccccc31)C1C(=O)N(c3cccnc3)C(=O)C12 (stereo not given)
    -0.4	-2.6	5.1	-3.3	-1.4	-3.5	35.0	-1.1	-0.9
- O=C(Nc1cc([N+](=O)[O-])ccc1O)NC1CCS(=O)(=O)C1 (stereo not given)
    21.2	-6.6	27.0	-2.7	37.1	6.6	6.2	1.3	3.4
- CN(C)c1nc(SCc2ccccc2)nc(N2CCOCC2)n1
    -2.3	-2.8	9.5	2.6	12.2	-6.5	22.7	1.1	-7.1
- O=S1(=O)c2ccccc2N=NN1Cc1ccc(Cl)cc1
    4.3	3.1	13.6	-2.4	-23.7	0.9	6.3	-0.6	-8.4
- COc1ccc2c(c1)O[C@H](c1ccc3c(c1)OCO3)[C@@H](OC(=O)Nc1cc(OC)c(OC)c(OC)c1)C2=O
    nt	-4.1	nt	4.0	-56.9	61.3*	25.4	0.1	nt

Complete entries from above. Order of screens: CXCR6 block, APJ agonist, CCR6 antag, UPR XBP1 act, APJ antagonist, Mdm2-MdmX inh, tim23-1 inh, CHOP UPR activ, EBI2 block
Record of `O=C(NC1CCCCC1)c1ccccc1-c1ccccc1` → -5.7, -0.5, 12.2, -0.8, 9.1, 12.8, 16.6, 3.1, -15.7
Record of `CCN1CCCC1CNC1=NCCCCC1` (stereo not given) → 2.7, 2.1, 10.9, -1.3, 11.9, 4.5, 4.0, -1.5, -28.9

(list continues)
Each structure is followed by: CXCR6 block	APJ agonist	CCR6 antag	UPR XBP1 act	APJ antagonist	Mdm2-MdmX inh	tim23-1 inh	CHOP UPR activ	EBI2 block
- CCC/C(C#Cc1ccc(N(C)C)cc1)=C1/c2ccccc2C(=O)N1c1ccccc1
    7.8	-3.0	3.1	-1.4	-0.2	50.6*	1.4	-0.8	-8.9
- CCOc1cc(N2CCOCC2)c(OCC)cc1NC(=O)Cc1ccccc1
    5.4	3.9	0.1	0.1	-19.4	4.2	2.5	-0.6	-5.1
- Cc1cc(C)c2c(c1)cc(C)c1nnc(SCC(=O)Nc3cc(C)on3)n12
    -0.4	0.6	5.7	0.0	4.9	49.3	30.4	-0.3	0.7
- CC1(c2ccc(C#N)cc2)NC(=O)N(CC(=O)Nc2cc(S(=O)(=O)N3CCOCC3)ccc2Cl)C1=O (stereo not given)
    5.8	-3.8	15.3	-3.4	-7.3	3.6	17.1	-1.5	-0.6
- CCC(=O)Nc1ccc(Cl)c(NC(=S)NC(=O)COc2ccc(Cl)cc2)c1
    4.4	-2.5	26.6	-3.8	11.9	-21.4	-19.4	4.7	22.4
- Cc1ccc(N(CC(=O)O)S(=O)(=O)c2cccc3nonc23)cc1
    3.9	-0.7	9.2	-0.9	-4.2	0.7	-0.8	-0.9	1.9
- Cc1ccc(S(=O)(=O)N2[C@@H](c3ccc(C(C)(C)C)cc3)C(C(=O)O)=CC[C@H]2c2cccc(Cl)c2)cc1
    -3.6	1.6	-4.4	3.7	7.4	-5.4	53.0*	2.1	-1.8
- Cc1ccc(C)c(SCc2noc(C(=O)NC(C)C)c2C(=O)O)c1
    -0.3	2.0	5.1	2.9	-0.3	-30.0	16.9	-1.6	-16.5
- CCOC(=O)C1=C(COC(=O)c2cccnc2Cl)NC(=O)NC1C (stereo not given)
    -0.4	-8.1	7.2	0.9	-6.0	29.8	9.1	1.0	5.2
- Cc1ccc(CN2CCN(c3ncccn3)CC2)c(C)c1
    2.4	-0.6	11.4	-6.1	9.7	6.0	-0.8	0.1	12.5
- CCN1CCN(C(=O)c2ccc(Cl)c(S(=O)(=O)N3CCCCCC3)c2)CC1
    5.9	0.1	-2.8	-1.7	12.2	23.4	6.2	-0.9	5.5
- Cc1ccc(C)c2sc(NC(=O)c3nc4ccccc4s3)nc12
    38.3	-3.3	50.6*	12.4	16.1	57.6*	11.3	4.9	1.6
- CCOC(=O)/C=c1\s/c(=C\c2ccccc2C)c(=O)n1CC(=O)NCc1ccc2c(c1)OCO2
    4.3	-2.7	2.8	12.2	15.9	92.1*	-2.0	1.6	13.4
- O=C(COC(=O)C1=COCCO1)Nc1ccccc1OC(F)F
    -2.4	-1.2	5.9	-2.7	20.5	11.0	-1.6	-1.6	-2.7
- O=C(NCc1ccncc1)C1=NN(c2ccccc2)C(=O)CC1
    0.7	-1.2	-2.1	0.6	2.7	-32.1	-1.1	1.5	1.2
- O=c1c2cc3ccccc3n2cnn1Cc1ccccc1F
    -2.8	-2.7	14.9	0.7	-4.4	53.7*	2.8	-4.9	3.1
- C=CC[C@@H](CC(=O)NCCO)C(=O)N[C@H](C)COC(=O)[C@@H](CC=C)CC(=O)OC(C)(C)C
    -4.3	-0.9	0.9	3.3	1.4	9.9	-11.9	-1.1	-5.0
- CC(C)OC(=O)c1sc2nc3c(cc2c1N)C(=O)CCC3
    5.0	4.9	-2.3	2.2	0.3	-90.4	10.3	6.5	-12.9
- COc1ccccc1C(=O)NCCn1cc(SCC(=O)NCC2CCCO2)c2ccccc21 (stereo not given)
    -13.2	-2.4	11.3	-2.9	8.1	22.3	19.2	0.8	-0.7
- COc1ccc(NC(C)=O)cc1NS(=O)(=O)c1cn(C)c(=O)n(C)c1=O
    -5.1	-1.1	-5.2	-3.5	-0.9	8.9	8.2	2.3	0.9
- COc1ccc(N2C(=O)CC(N3CCN(c4ccc(S(C)(=O)=O)cc4)CC3)C2=O)cc1 (stereo not given)
    -6.7	1.6	6.4	-1.3	7.7	6.0	22.7	0.1	0.2
- CC1N(C(=O)N2CCOCC2)CCN1S(=O)(=O)c1ccc(Cl)cc1 (stereo not given)
    0.2	-1.2	17.0	-2.8	15.1	11.2	7.1	0.1	1.4
- COc1ccc(-c2n[nH]c(=S)n2N)c(OC)c1
    -8.3	0.5	0.8	-0.1	4.4	-25.4	1.0	-0.6	1.9
- Cc1ccc(NC(=O)CC(=O)Nc2ccc(C)cc2)cc1
    1.4	-1.9	21.3	5.8	-19.3	1.4	4.7	-1.3	-10.0
- CCN(CC)S(=O)(=O)c1cccc(NC(=O)COc2ccc(F)cc2Br)c1
    -3.5	-4.8	6.2	-0.8	13.0	-4.9	38.2	2.9	6.2
- COc1ccc(CN2C(=O)c3cccnc3C2=O)cc1S(=O)(=O)N(C)c1cccc(C)c1
    -2.7	0.6	-5.2	-1.0	2.5	24.1	15.1	0.8	1.4
- O=C(O)CCSC(=S)N1CCOCC1
    0.8	-2.0	-2.9	3.6	13.1	14.0	5.4	-1.8	5.4
- Cc1n[nH]c(C)c1C(=O)CC1(O)C(=O)N(Cc2ccccc2)c2ccc(Br)cc21 (stereo not given)
    -9.3	-1.3	-2.3	2.8	-6.8	-28.0	-6.2	-0.5	0.7
- COc1ccc(CCNC(=O)C/C(C)=N/NC(=O)C23CC4CC(CC(C4)C2)C3)cc1OC
    1.1	-2.4	-7.1	-2.4	4.3	35.1	17.0	0.4	-3.0
- CCN(CC)CCCn1c(=S)[nH]c2ccc(Cl)cc2c1=O
    -9.1	-5.4	-2.4	-0.4	21.4	13.5	14.7	-0.3	6.2
- CC(C)(C)C1=CC(=O)C(=O)C(C(C)(C)C)=C1
    13.6	1.7	28.4	0.2	-2.6	18.4	23.9	144.3*	-20.7
- Nc1ccc(-n2nc3ccccc3n2)cc1
    -7.6	-1.6	-8.2	-0.3	-3.5	-51.3	21.1	0.0	3.0
- CSc1ccc(CN2CCC(Oc3cccc(C(=O)N4CCCC4)c3)CC2)cc1
    3.8	-0.5	13.4	6.5	13.6	-1.1	-14.9	0.8	7.0
- CCN(CC)CCN1C(=O)C2C3c4ccccc4C(c4ccccc43)C2C1=O (stereo not given)
    -5.8	-4.2	-0.1	-2.0	-2.0	-3.3	12.5	0.3	0.8
- CCCCN1C2=C(C(=O)CCC2)C(c2ccc(Cl)c(Cl)c2)C2=C1c1ccccc1C2=O (stereo not given)
    31.0	1.4	35.1	-0.5	2.0	42.5	20.8	5.7	5.1
- COc1ccc(/C=C(\C#N)C(=O)Nc2cccc(C)n2)cc1
    -4.1	-2.3	-7.8	4.3	3.9	-36.9	5.2	5.5	14.6
- COc1ccc(-c2oc3ncn4nc(COc5ccccc5)nc4c3c2-c2ccc(OC)cc2)cc1
    -4.4	0.8	14.4	0.3	-5.0	-20.2	-1.4	-2.8	15.4
- COc1nc(NC(C)C)nc(N(C#N)CN2C(=O)c3ccccc3S2(=O)=O)n1
    8.2	-2.4	11.3	0.7	14.5	0.9	10.1	4.0	2.4
- O=C(Nc1ccc(Br)cc1)c1cccnc1N1CCCCC1
    9.1	1.3	19.1	-0.5	3.8	-28.3	33.8	-1.3	3.1
- Fc1ccc(N2CCN(Cc3nnc(-c4ccccc4)o3)CC2)cc1
    -1.8	-3.8	22.1	-2.2	-1.3	-5.5	26.2	-1.0	-7.5
- O=C(NCc1ccccn1)C(C(=O)c1ccc(F)cc1)n1ccccc1=O (stereo not given)
    3.1	-2.0	3.4	2.8	6.6	-34.8	0.6	0.8	-2.6
